High-throughput results deposited in PubChem by Sanford-Burnham Center for Chemical Genomics.
SENP8 inh = human SENP8 protease inhibitors, primary screen, biochemical, fluorescence, Nedd8 protein substrate, uHTS; Sentrin-specific protease 8 (Homo sapiens), Q96LD8; inhibition, % at 20 µM; hit rate 0.64% among 360,000; recombinant SENP8; in the data active = inhibition mostly above about 40%, no sharp cut-off; inactive = mostly below about 27%
Target sequence (Q96LD8 whole entry, looked up): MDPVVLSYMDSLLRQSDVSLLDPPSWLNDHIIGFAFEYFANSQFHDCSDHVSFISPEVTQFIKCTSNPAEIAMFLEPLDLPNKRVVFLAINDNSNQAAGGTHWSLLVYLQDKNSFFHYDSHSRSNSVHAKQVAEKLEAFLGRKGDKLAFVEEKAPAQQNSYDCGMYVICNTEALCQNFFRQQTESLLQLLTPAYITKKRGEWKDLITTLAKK
MPTP block = mitochondrial permeability transition pore inhibitors, primary screen, biochemical, isolated mouse mitochondria, absorbance | Ca2+ swelling absorbance, 30 min | inhibition, % at 10 µM | AID 602449, 2012 | hit rate 1.4% among 360,000;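 active = inhibition of 50% or more, scaled per plate between neutral and stimulator controls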;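 note: 0% = DMSO wells given calcium and 100% = 1 mM EGTA wells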
PfG6PD inh = PfG6PD enzyme inhibitors, primary screen, biochemical, fluorescence intensity, uHTS; PfGluPho enzyme, NADPH resazurin-diaphorase fluorescence; inhibition, % at 20 µM; hit rate 0.78% among 350,000; AID 504690, 2011;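 active = inhibition reaching at least a set limit at 20 µM in the primary screen, cut at about 59% in these data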;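 note: 0% = DMSO wells with substrate and 100% = DMSO wells lacking glucose-6-phosphate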
An asterisk follows results filed as active; i = inactive.

Value order – MPTP block	SENP8 inh	PfG6PD inh
NS(=O)(=O)c1ccc(NC(=O)CN(C(=O)C(F)(F)F)C2CCCC2)cc1
→ -0.2	8	-3
COc1ccc(C(=O)Cn2c(NCCCO)nc3ccccc32)cc1
→ -0.6	15	-10
O=C(CSc1ccccc1F)NC(=O)NC1CCCC1
→ 0.5	4	-1
COc1ccc(/C=C/C(=O)OCC(=O)c2cc(C)ccc2C)cc1
→ -0.7	16	16
Cc1ccc(S(=O)(=O)N2C[C@H]3[C@H]4C(=O)N(c5ccccc5)C(=O)[C@H]4C[C@H](OC(=O)NCc4ccccc4F)[C@@]3(O)C2)cc1
→ -0.3	-4	-6
O=C(CSc1nc2[nH]ncc2c(=O)[nH]1)Nc1cc(C(F)(F)F)ccc1Cl
→ -0.7	6	-16
Cc1nc(SCC(=O)Nc2sccc2C(N)=O)c2c(C)c(C)sc2n1
→ 4.1	18	17
Nc1nnnn1/N=C/c1ccccc1Cl
→ -0.5	17	6
CCS(=O)(=O)c1nc(S(=O)(=O)c2ccc(C)cc2)c(N2CCCCCC2)s1
→ -0.7	14	6
COc1ccc(NC(=O)c2sc3nc(N4CCOCC4)c4c(c3c2N)CCCC4)cc1
→ -0.8	i	21
O=C(N=C1SC2CS(=O)(=O)CC2N1Cc1ccccc1)c1ccccc1 (configuration not stated)
→ -0.8	14	5
C=CCCC(=O)N1C[C@H]2CON(C)[C@H]2C[C@H]1c1ccc(Br)cc1
→ -0.9	8	2
C#CCOCC1CN(c2ccccc2)C(=O)O1 (configuration not stated)
→ 0.8	8	0
CCN1C(=O)[C@H]2[C@@H](c3ccc(OC)cc3)N[C@]3(CCCN(Cc4ccccc4)C3=O)[C@H]2C1=O
→ -1.2	6	-3
COc1ccccc1NS(=O)(=O)c1cccc(NS(=O)(=O)c2cc(C(=O)O)ccc2Cl)c1
→ -1.8	17	-26
COC(=O)[C@H]1C[C@H](OC(=O)NCc2ccco2)[C@@]2(O)CN(S(=O)(=O)c3ccc(C)cc3)CC2[C@H]1C(=O)OC (some centres not stated)
→ -0.2	7	-3
O=S(=O)(NN=C(c1ccccc1)c1ccccc1)c1ccccc1
→ -0.2	10	-22
COc1ccc(Cc2nc3ccc(C(=O)N(C)Cc4nccn4C)cc3o2)cc1
→ 0.5	11	-6
C[C@H](CO)N1C[C@H](C)[C@@H](CN(C)C(=O)Cc2ccccc2)OCc2cnnn2CCCC1=O
→ -0.7	2	-1
Clc1ccc2nc(-c3ccccc3)c(Cc3ccccc3)n2c1
→ -0.7	-222	19

Overlap with the part before: 6 entries, then new ones.
Value order – MPTP block	SENP8 inh	PfG6PD inh
COc1ccccc1NS(=O)(=O)c1cccc(NS(=O)(=O)c2cc(C(=O)O)ccc2Cl)c1
→ -1.8	17	-26
COC(=O)[C@H]1C[C@H](OC(=O)NCc2ccco2)[C@@]2(O)CN(S(=O)(=O)c3ccc(C)cc3)CC2[C@H]1C(=O)OC (some centres not stated)
→ -0.2	7	-3
O=S(=O)(NN=C(c1ccccc1)c1ccccc1)c1ccccc1
→ -0.2	10	-22
COc1ccc(Cc2nc3ccc(C(=O)N(C)Cc4nccn4C)cc3o2)cc1
→ 0.5	11	-6
C[C@H](CO)N1C[C@H](C)[C@@H](CN(C)C(=O)Cc2ccccc2)OCc2cnnn2CCCC1=O
→ -0.7	2	-1
Clc1ccc2nc(-c3ccccc3)c(Cc3ccccc3)n2c1
→ -0.7	-222	19
CCOC(=O)C1=C(C)OC(=Cc2ccccc2)C1=O
→ 0.9	1	3
CCC(=O)Oc1ccc(NC(=O)c2ccc(S(=O)(=O)N3CCCC3)cc2)cc1
→ -0.2	10	-1
C[C@@H]1CCCCO[C@@H](CN(C)S(=O)(=O)c2ccccc2)[C@@H](C)CN([C@H](C)CO)C(=O)c2cc(N(C)C)ccc2O1
→ 0.6	-195	40
O=C(CSc1nnc(-c2ccccc2F)n1C1CC1)N1CCCC1
→ -0.1	12	-2
COC(=O)C1(C)CCCC2(C)C1CCC13OCC(CC21)C(O)(C(C)C)C3O (configuration not stated)
→ -0.2	5	11
CC1(C)CC(=O)C=C(c2ccc(COC(=O)C3CC3)cc2)C1=O
→ 0.8	17	9
O=C(NC1CCOC1=O)OCc1ccccc1 (configuration not stated)
→ 0.7	7	-18
Cc1nc2ccccn2c(=O)c1NC(=O)c1ccco1
→ 2.1	-32	-3
COc1ccc(CC(=O)OCC(=O)N2c3ccccc3CC2C)cc1OC (configuration not stated)
→ -0.8	11	-4
CC(Sc1nc(N)cc(=O)[nH]1)C(=O)Nc1ccc(N2CCOCC2)cc1 (configuration not stated)
→ -0.7	-1	13
CSC[C@H]1CN(c2ccccc2)C(=O)[C@@H]1CC(=O)Nc1ccccc1
→ -2.4	17	4
N#Cc1cnn2c(=O)[nH]cnc12
→ -1.4	-1	4
Cc1ccc(S(=O)(=O)N2C[C@]3(O)C[C@@H]4C(=O)N(c5ccccc5)C(=O)[C@@H]4C[C@]3(OC(=O)Nc3cccs3)C2)cc1
→ -1.6	6	21
COc1ccc(-c2cc(C(=O)N3CCCCCC3)c3ccccc3n2)cc1OC
→ -0.1	-492	-8
C[C@@H]1CN([C@@H](C)CO)C(=O)CCCn2nncc2CO[C@H]1CN(C)Cc1ccccc1C(F)(F)F
→ -0.6	20	8
Cc1ccccc1S(=O)(=O)N(C)C[C@H]1OCc2cnnn2CCCC(=O)N([C@@H](C)CO)C[C@H]1C
→ 0.3	8	-1
CCCCCC(=O)N1C[C@H](n2cc(-c3ccc(F)cc3)nn2)[C@@H](O)C[C@@H]1c1ccc(C)cc1
→ 1.3	7	35
O=C(OCc1cn([C@@H]2CN(CC3CCCCC3)[C@@H](c3ccc(Cl)cc3)C[C@H]2O)nn1)c1ccccc1
→ -0.2	10	-5
CCCCn1c(=S)[nH]c2c(=O)n(C)c(=O)n(C)c21
→ -0.3	0	32
C[C@@H]1CCCCO[C@H](CN(C)C(=O)Nc2cccc3ccccc23)[C@@H](C)CN([C@H](C)CO)C(=O)c2cc(NC(=O)c3ccccc3)ccc2O1
→ -2.3	-142	40

Next part:
Value order – MPTP block	SENP8 inh	PfG6PD inh
C[C@@H]1CN([C@@H](C)CO)C(=O)CCCn2nncc2CO[C@@H]1CN(C)S(=O)(=O)c1cccc(F)c1
→ 0.8	8	-11
CN(C)C(CNC(=O)c1cccc(S(=O)(=O)N2CCc3ccccc3C2)c1)c1ccccc1 (configuration not stated)
→ 0.3	15	10
O=S(CC(O)(c1ccccc1)c1ccccc1)CC(O)(c1ccccc1)c1ccccc1
→ 1.7	7	13
COc1ccc(-c2csc(NC(=O)CCNC(=O)c3ccco3)n2)cc1
→ -0.9	15	2
Cc1cccc(NC(=O)Oc2ccc(Cl)c3cccnc23)c1
→ -0.5	21	6
C[C@@H]1CCCCO[C@H](CN(C)C(=O)C2CCCCC2)[C@@H](C)CN([C@H](C)CO)C(=O)c2cc(N(C)C)ccc2O1
→ -3.0	-93	18
COc1ccc(NC(=O)N(C)C[C@H]2Oc3ncc(C#C[C@@H](C)O)cc3C(=O)N([C@H](C)CO)C[C@H]2C)cc1
→ -1.7	-26	-3
O=c1cc(-c2ccccc2)nc2c(Cl)cc(Cl)cn12
→ 1.0	-148	-1
COc1ccc(-c2cc(C(=O)N(C)CC(=O)Nc3cccc(F)c3)c3ccccc3n2)cc1OC
→ 4.0	-499	14
O=C(OCC(=O)c1c[nH]c2ccccc12)c1ccc(OC(F)F)cc1
→ 0.4	13	-2
C[C@H](CO)N1C[C@H](C)[C@@H](CN(C)C(=O)Nc2ccccc2F)Oc2ncc(Br)cc2C1=O
→ 0.4	4	11
C[C@H](CO)N1C[C@H](C)[C@@H](CN(C)Cc2ccccc2F)Oc2ncc(Br)cc2C1=O
→ 3.6	-2	-14
COc1ccc(-c2ccc(CCC(=O)O)n2-c2cc(OC)ccc2OC)cc1
→ -0.1	-123	-19
C/C(NCCc1ccc(O)cc1)=C1/CCOC1=O
→ 0.1	8	-6
Nc1cc(=O)[nH]c(SCc2ccccc2)n1
→ -1.3	13	-8
Cc1ccc([C@H]2C[C@H](n3cc(C4CC4)nn3)[C@@H](O)CN2Cc2cccs2)cc1
→ -1.1	11	5
C[C@H](CO)N1C[C@H](C)[C@@H](CN(C)Cc2ccc(O)cc2)OCc2cnnn2CCCC1=O
→ -1.3	21	-15
C[C@@H]1CN([C@H](C)CO)C(=O)c2cc(NC(=O)Nc3ccc(F)cc3)ccc2O[C@@H](C)CCCCO[C@H]1CN(C)S(=O)(=O)c1cccs1
→ -0.2	0	18
C[C@H]1CN([C@@H](C)CO)C(=O)c2cc(-c3cccc(F)c3)cnc2O[C@@H]1CN(C)S(C)(=O)=O
→ -0.3	10	3
O=C1CCC(C(=O)N2CCN(c3ccccc3)CC2)CN1Cc1ccc(Cl)cc1 (configuration not stated)
→ 0.1	16	-9

(more compounds)
Value order – MPTP block	SENP8 inh	PfG6PD inh
COc1cccc(COC(=O)C2CC(=O)N(Cc3ccccc3)C2)c1OC (configuration not stated)
→ 0.4	20	-5
CCC(C)c1ccc(S(=O)(=O)N2CCN(C(=O)CN3C(=O)NC(C)(C4CC4)C3=O)CC2)cc1 (configuration not stated)
→ -0.7	15	-22
CC(=O)Nc1ccc2c(=O)n(-c3ccccc3)sc2c1
→ 9.6	5	127*
CCOC(=O)c1cc(OCC)c2c(ccc3cc(OC)ccc32)n1
→ 0.0	-474	13
Cc1ccc(S(=O)(=O)N(C)C[C@H]2OCCCC[C@H](C)Oc3ccc(NC(=O)Nc4cccc5ccccc45)cc3C(=O)N([C@@H](C)CO)C[C@H]2C)cc1
→ 0.1	-142	-6
Cc1ccc(-c2ccc(C3=CC(=O)CC(C)(C)C3=O)cc2)cc1
→ 0.4	18	16
O=C(COc1ccc(F)c(Cl)c1)NC(=O)NC1CCCC1
→ -0.9	6	14
CC1CCN(S(=O)(=O)c2cccc(C(=O)NC3CCS(=O)(=O)C3)c2)CC1 (configuration not stated)
→ 1.0	20	11
C[C@H](CO)N1C[C@H](C)[C@@H](CN(C)C(=O)Oc2ccccc2)OCc2cn(nn2)CCCC1=O
→ -1.0	-8	3
Cc1cccc(N=Cc2ccccc2O)c1C
→ -1.0	8	-18
O=C(O)c1c(-c2ccccc2)cnc2ccccc12
→ -2.2	23	-17
COCCN(C(=S)Nc1ccc(OC)c(Cl)c1)C1CCN(C(C)=O)CC1
→ 0.1	8	1
CC(C)c1ccc(C(=O)Nc2ccc(S(=O)(=O)NC3=NCCCCC3)cc2)cc1
→ -0.5	15	8
O=C(NCCc1ccccc1)c1ccc(S(=O)(=O)N2CCCCC2)cc1
→ -0.4	17	8
CC1(O)C(c2ccccc2)=Nc2ccccc21 (configuration not stated)
→ -1.1	-160	2
COc1ccc(/C(O)=C2/C(=O)C(=O)N(CCCN3CCOCC3)C2c2ccc(Cl)cc2)cc1 (configuration not stated)
→ -0.7	-41	7
COc1cccc(S(=O)(=O)N(C)C[C@@H]2OCc3cn(nn3)CCCC(=O)N([C@@H](C)CO)C[C@H]2C)c1
→ -0.3	37	0
O=C(N/C(=C/c1ccc(F)cc1)C(=O)N1CCOCC1)c1ccco1
→ 0.5	26	-9
COc1ccc(C(=O)Nc2ccccc2C(=O)NC2CC2)c(OC)c1OC
→ -0.5	19	0
Cc1ccc(C(=O)OCC(=O)Nc2cc(Cl)ccc2C#N)o1
→ 1.9	13	-6

Following part.
Value order – MPTP block	SENP8 inh	PfG6PD inh
CN(C)CCN(C)C1CN(Cc2ccc([N+](=O)[O-])cc2)S(=O)(=O)C1 (configuration not stated)
→ -1.2	2	4
C[C@@H]1CN([C@H](C)CO)C(=O)CCCn2nncc2CO[C@@H]1CN(C)S(=O)(=O)c1ccc(F)cc1
→ 0.1	2	-9
CN(Cc1cnn(-c2ccccc2)c1)C(=O)c1cccc(S(=O)(=O)Nc2ccccc2F)c1
→ 0.8	2	-27
CC1(C(=O)NNC(=O)c2cccc([N+](=O)[O-])c2)CC1Br (configuration not stated)
→ -1.4	7	-11
Cc1ccc(C(=O)N2CCCc3ccccc32)c(Cl)c1
→ -0.5	10	-14
CC(C)CC1C(=O)N(Cc2cn(Cc3ccco3)nn2)CCS(=O)(=O)N1Cc1ccc(-c2cccc(N(C)C)c2)cc1 (configuration not stated)
→ -2.3	-351	34
CCCC(=O)Nc1ccc(S(=O)(=O)N2CCc3ccccc32)cc1
→ 0.2	9	22
Cn1cc(CN2CCC(n3nccc3NC(=O)c3ccc4c(c3)OCO4)CC2)cn1
→ -1.0	20	14
O=C(O)c1ccccc1-c1ccccc1C(=O)Nc1ccc2c(c1)C(O)c1ccccc1-2 (configuration not stated)
→ -1.2	-23	-22
O=C(CCC1CCN(Cc2nccs2)CC1)Nc1ccccc1
→ 2.0	17	2
N#CCCSC(=S)C1CCCC1=N (configuration not stated)
→ 0.4	16	53
C#CCN(C[C@@H]1[C@@H](OC(=O)NCc2ccccc2F)[C@@H](OC(=O)NCc2ccccc2F)CN(C(=O)OC(C)C)N1C(=O)OC(C)C)S(=O)(=O)c1ccc(C)cc1
→ 0.0	15	21
COC(=O)C(Cc1c[nH]c2ccccc12)NC(=O)CCNC(=O)c1ccco1 (configuration not stated)
→ -1.0	11	4
Cc1cn([C@H]2C[C@H](O)[C@@H](CNC=O)O2)c(=O)[nH]c1=O
→ 0.0	1	1
Cn1c(=O)c2c(ncn2CC(=O)OCC(=O)Nc2cccc(C#N)c2)n(C)c1=O
→ -1.1	15	-2

These rows are one share of the data. The share of hits here may be higher or lower than overall.
